S1P4 antag: S1P4 receptor antagonists, primary screen, cell-based. inhibition, % at 4.98 µM. S1P4-expressing cells, antagonist mode, reporter read-out. hit rate 0.26% among 220,000; in the data active = inhibition above about 29%;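 also: 0% = wells stimulated with agonist and 100% = vehicle wells without agonist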
Target sequence (O95977 whole entry, looked up): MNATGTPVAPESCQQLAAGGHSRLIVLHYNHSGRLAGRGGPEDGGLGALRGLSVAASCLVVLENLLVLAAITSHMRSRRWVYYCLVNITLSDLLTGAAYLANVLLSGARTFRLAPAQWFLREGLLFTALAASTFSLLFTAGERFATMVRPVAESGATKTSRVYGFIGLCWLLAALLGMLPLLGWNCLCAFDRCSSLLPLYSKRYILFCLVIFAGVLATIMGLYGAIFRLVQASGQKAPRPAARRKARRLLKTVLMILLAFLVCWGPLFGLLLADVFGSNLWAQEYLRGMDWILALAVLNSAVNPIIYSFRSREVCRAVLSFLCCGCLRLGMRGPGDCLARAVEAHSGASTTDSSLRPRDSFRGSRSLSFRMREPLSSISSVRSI
NPY-Y1 PAM-ag: NPY-Y1 receptor potentiators or agonists, primary screen, cell-based; activation, % at 3.6 µM; hit rate 0.37% among 220,000; AID 1304, 2008; NPY-Y1 expressing cells, potentiator/agonist activation; Neuropeptide Y receptor type 1 (Homo sapiens), P25929; in the data active = activation above about 33%, passing the limit was not always enough;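 also: cells stimulated with NPY at EC10 then isoproterenol at EC100; 0% = low agonist plus stimulus and 100% = saturating agonist plus stimulus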
eIF4E 4G PPI: eIF4E–eIF4G protein interaction inhibitors, primary screen, biochemical, uHTS, TR-FRET, eIF4GI fragment | inhibition, % at 21.7 µM | TR-FRET eIF4E-eIF4GI(517-606) binding, 2 h | hit rate 0.37% among 220,000 | Eukaryotic translation initiation factor 4E (Mus musculus) + Eukaryotic translation …;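 active = inhibition above about 30%, limit read from the data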;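 also: 0% = full FRET control wells and 100% = background wells lacking eIF4GI fragment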
EP2 mod: EP2 receptor modulators, cAMP readout, primary screen, cell-based, HTRF cAMP, PGE2 stimulation. EP2-expressing cells, cAMP HTRF FRET, PGE2 co-stimulation. hit rate 0.83% among 260,000. AID 940, 2007. induction, % at 25 µM. Prostaglandin E2 receptor EP2 subtype (Homo sapiens), P43116;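 active = compounds whose cAMP rise, as percent of the full-agonist control response, exceeds 60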;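 also: rat C6 glioma line stably carrying human EP2 under a CMV promoter; the protocol text gives 20 µM as final concentration; 100% = response of wells given 1 µM PGE2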
Target sequence (P43116 whole entry, looked up): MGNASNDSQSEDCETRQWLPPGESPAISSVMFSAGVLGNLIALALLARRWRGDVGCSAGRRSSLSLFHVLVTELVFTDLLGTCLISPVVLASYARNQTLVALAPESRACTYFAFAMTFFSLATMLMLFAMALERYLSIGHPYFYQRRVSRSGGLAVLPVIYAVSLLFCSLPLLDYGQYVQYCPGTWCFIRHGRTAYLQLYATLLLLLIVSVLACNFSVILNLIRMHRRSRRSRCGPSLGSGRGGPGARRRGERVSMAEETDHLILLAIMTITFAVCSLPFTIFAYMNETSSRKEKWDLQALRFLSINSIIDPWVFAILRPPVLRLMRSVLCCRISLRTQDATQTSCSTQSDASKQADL
PGE2 EP2 inh: human EP2 receptor antagonists, primary screen, TR-FRET cAMP, C6 glioma cells. Prostaglandin E2 receptor EP2 subtype (Homo sapiens), P43116. hit rate 0.52% among 260,000. AID 1422, 2008. inhibition, % at 25 µM. C6 glioma cells expressing human EP2; cells stimulated with saturating PGE2;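 active = percent inhibition above 40 after rounding to a whole number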;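 also: rat C6 glioma host cells with rolipram phosphodiesterase inhibitor present; the protocol text gives 20 µM as final concentration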
NPY Y1 blocker: NPY-Y1 receptor antagonists, primary screen, cell-based. HEK293-CNG Y1 cells, membrane potential fluorescence; NPY at EC95, then isoproterenol. hit rate 1% among 200,000. inhibition, % at 3.6 µM. AID 1040, 2008;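 active = inhibition above the campaign mean inhibition of all tested compounds plus 3 SD, cut at about 20% in these data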;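 also: 0% = DMSO wells given NPY plus isoproterenol and 100% = isoproterenol alone without NPY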
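Material: HEK293 cells with Y1 receptor plus CNG channel; times: compound incubation 1 h at room temperature, readout 45 min post-stimulation; signal: fluorescence, membrane potential probe; read-out basis: fluorescence ratio normalized to % inhibition between controls; benchmarks: full-block control isoproterenol-only wells, zero-block control NPY plus isoproterenol wells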
NPY-Y2 PAM-ag: NPY-Y2 potentiators or agonists, primary screen, cell-based | cells expressing NPY-Y2, potentiator/agonist read-out | activation, % at 3.6 µM | hit rate 0.45% among 220,000; in the data active = activation above about 27%;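 also: cells stimulated with NPY near EC25 plus isoproterenol at EC100; 0% = vehicle plus submaximal agonist and 100% = vehicle plus saturating agonist; some results beyond the cut were filed as inactive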
S1P4 agonist: S1P4 receptor agonists, primary screen, cell-based | Sphingosine 1-phosphate receptor 4 (Homo sapiens), O95977 | S1P4-expressing cell line, agonist reporter assay | activation, % at 4.98 µM | hit rate 0.35% among 220,000 | AID 1509, 2009; in the data active = activation above about 11%;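 also: 0% = DMSO vehicle and 100% = reference agonist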
p97 ATPase inh: inhibitors of human p97 ATPase, primary screen, biochemical; Transitional endoplasmic reticulum ATPase (Homo sapiens), P55072; recombinant p97 ATPase, Kinase-Glo ATP luminescence, 3 h; inhibition, % at 8 µM; hit rate 0.42% among 220,000; AID 1481, 2009; in the data active = inhibition above about 15%;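 also: 0% = DMSO vehicle and 100% = wells lacking enzyme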
* marks the source's active call; other numbers are inactive results; x = not tested or not shown; & = joins results of further samples; [ ] = remark or other dose.

nr	smiles	S1P4 antag	NPY-Y1 PAM-ag	eIF4E 4G PPI	EP2 mod	PGE2 EP2 inh	NPY Y1 blocker	NPY-Y2 PAM-ag	S1P4 agonist	p97 ATPase inh
1	Cc1ccsc1C1Nc2ccccc2-c2nc3ccccc3n21 (configuration not stated)	7	-10	-1[fluorescence artefact?]	35	10	1	-17	0.0	0
2	Cc1cc(C)n(C(=O)COc2c(C)cccc2C)n1	-14	-22	-3	0	10	-2	4	-0.3	3
3	COc1ccc(/C=C/CN2CCN(CCc3ccccc3)C(CCO)C2)cc1 (configuration not stated)	-10	-23	2	-3	6	6	-26	0.9	0
4	N#CC1=C(N)Oc2c(oc(CO)cc2=O)C1c1ccccc1[N+](=O)[O-] (configuration not stated)	-2	6	6	19	7	x	-5	-0.7	5
5	CCOC(=O)N1CCN(CC(=O)Nc2ccc(F)cc2F)CC1	-20	9	-1	20	6	-5	0	1.6	1
6	Cc1cc(NC(=O)c2c(Br)c(C)nn2C)no1	3	7	-6	33	13	3	12	0.1	2
7	O=S(=O)(NCC1CCCO1)c1ccc(Cl)nc1 (configuration not stated)	8	10	2	-5	8	x	-2	-0.1	-1
8	COC(=O)c1ccc(COC(=O)c2[nH]c(C)c(C(C)=O)c2C)o1	-20	20	5	-8	15	-14	21	2.8	-6
9	NC(=O)COC(=O)c1ccccc1SCC(=O)NC1CCCCCC1	-38	-9	3	-7	3	-2	7	0.4	3
10	COc1ccccc1OCCCCCc1c(C)n[nH]c1C	1	10	-2[fluorescence artefact?]	20	7	-4	12	4.1	-8
11	COCCNC(=O)COC(=O)CSCc1nc2ccccc2s1	-32	-16	0[fluorescence artefact?]	-2	3	-3	2	-0.9	1
12	CC(C)c1ccccc1NC(=O)COC(=O)Cc1cccc(C(F)(F)F)c1	-11	-9	-3	32	4	1	3	0.8	2
13	CN(C)Cc1nc2ccccc2c(=O)n1Cc1nc(-c2cc3ccccc3o2)cs1	-12	-43	-7	43	6	2	-4	-2.5	-4
14	Nc1nonc1-n1nnc(C(=O)N/N=C/c2ccccc2)c1CSc1ccc(Cl)cc1	5	19	1	-72	13	-3	7	0.6	1
15	CC(=O)N1CCc2cc(S(=O)(=O)NC(Cc3ccccc3)C(=O)NC3CCCCCC3)ccc21 (configuration not stated)	-12	29	5	-3	11	3	17	3.4	3
16	O=C(CCn1cnc2ccccc21)N/N=C/c1ccccc1O	-4	10	1[fluorescence artefact?]	-6	2	0	-6	-0.2	4
17	O=c1[nH]c(SCc2ccc([N+](=O)[O-])cc2)nc2[nH]ncc12	5	9	-1	2	7	4	1	7.3	2
18	Cc1ccc2cccc(S(=O)(=O)N3CCCc4ccccc43)c2n1	4	-1	2	-20	6	-1	8	2.7	2
19	CC(C)c1nc(CNC(=O)c2cc(COc3c(F)cccc3F)on2)cs1	15	-3	-2	-10	3	3	0	-0.2	-1
20	CCOC(=O)C(NC(=O)c1ccc(OC)cc1)(N1CCCC1=O)C(F)(F)F (configuration not stated)	-18	-16	0	10	5	-1	-7	0.4	-5
21	O=C(O)CSC1CC(=O)N(c2ccc(Cl)cc2)C1=O (configuration not stated)	-8	-2	3	33	8	4	-7	-2.1	1
22	CC(C)CCNC(=O)c1ccc(CS(=O)(=O)Cc2ccccc2F)o1	-12	-7	-1	-18	7	-3	5	-0.5	0
23	O=C(CCNC(=O)c1ccccc1)N=Nc1c(O)[nH]c2ccccc12	-47	-5	0	14	3	3	-1	0.5	5
24	O=C(CCS(=O)(=O)c1ccccc1)Nc1nc(-c2cccs2)cs1	16	14	1	-64	15	2	-2	-3.0	2
25	COc1ccc(N2CCN(C(=S)NC(=O)c3cccs3)CC2)c([N+](=O)[O-])c1	7	-8	-4	-42	8	0	-9	1.4	4
26	Cc1c(NC(=O)CS(=O)(=O)c2ccccc2)c(=O)n(-c2ccccc2)n1C	-11	6	2	-21	10	-2	-3	1.4	0
27	CCCSc1sc(C(=O)OC)c(-c2cccs2)c1C#N	-8	-28	4	36	13	x	-30	-0.6	-2
28	CN(C)c1ccc(C2NCC(CCl)O2)cc1 (configuration not stated)	3	4	1	2	10	0	-4	-3.8	-6
29	CC(C)(C)SCCNS(=O)(=O)c1ccc(F)cc1	-24	-6	2[fluorescence artefact?]	-5	7	1	-4	1.4	-5
30	O=C(COc1ccc(Cl)cc1)OCc1csc(Nc2ccccc2)n1	-15	8	4	-5	5	0	-7	5.4	0
31	Cc1nn(C)cc1CNC(=O)c1ccc(Br)o1	3	16	-17	11	6	3	18	0.4	6
32	CCn1c(COc2ccccc2C)nnc1SCC(=O)Nc1ccc2c(c1)OCCO2	9	-19	2	8	3	-2	-1	0.1	2
33	O=C(Nc1cccs1)Nc1ccccc1Cl	9	9	-1	-10	3	-2	26	1.1	6
34	CN(C)CCCN1C(=O)C2CCc3[nH]c4ccccc4c3C2C1=O (configuration not stated)	11	-5	2	-15	5	-5	-7	2.0	-5
35	COc1ccc(-c2noc(CN(C)Cc3ccc(C)o3)n2)cc1	-12	-1	-3	-15	4	2	-11	0.5	0
36	Cc1ccc(-c2noc(CSc3nnnn3C3CCCCC3)n2)cc1	-19	-33	-1	13	6	7	-14	-2.2	0
37	CCc1ccc(CCC(=O)Nc2ccc(C(C)=O)cc2)o1	-18	-5	1	-40&-11	12&12	-6	4	3.7	-1
38	Cc1ccc(NC(=O)CSCC(=O)NC2CCCCC2)cc1	-14	-8	3	-3	5	1	1	0.5	0
39	Cc1ccc(N2C(=O)CC(N3CCSCC3)C2=O)c(C)c1 (configuration not stated)	-1	-12	3	-4	6	x	4	0.1	6
40	Cc1cc2oc(=O)cc(CN3CCN(Cc4ccc5c(c4)OCO5)CC3)c2cc1C	-11	7	0[fluorescence artefact?]	22	17	-1	7	1.3	0
41	Cn1c(=O)[nH]c(=O)c2c1nc(NCc1ccco1)n2CCCc1ccccc1	-5	6	7	9	16	-6	-8	2.7	-2
42	O=C(CSc1ncn[nH]1)NCc1ccccc1	-14	1	5[fluorescence artefact?]	30	13	7	6	-2.3	2
43	Cc1ccc(S(=O)(=O)N(C)CC(=O)N2CCOCC2)cc1	-9	4	-7	-5	6	-3	-2	-2.3	2
44	CCC(NC(=O)COc1ccc([N+](=O)[O-])cc1)c1ccccc1 (configuration not stated)	-4	5	8	-12	11	1	4	0.4	-2
45	Cc1ccc(S(=O)(=O)N2CCCC2C(=O)OCc2ccco2)cc1 (configuration not stated)	6	-18	x	-17	14	0	7	1.5	1
46	COc1ccccc1/C=C/C=N/NC(=O)CCC1C(=O)NN=C1C (configuration not stated)	-14	-1	2	-12	7	2	5	1.9	8
47	COc1ccc(CCNS(=O)(=O)c2cn(C)c(=O)n(C)c2=O)cc1OC	-12	-5	0[fluorescence artefact?]	-5	10	-7	2	-2.0	0
48	CCOC(=O)/C(=N\NC(=O)c1ccccc1)c1ccccc1	-11	-21	2	26	15	3	0	0.5	-1
49	COc1cc(OC)cc(C(=O)NCC(=O)OC2CCOC2=O)c1 (configuration not stated)	-19	13	3	21	9	-6	-9	0.7	2
50	COc1ccc(NS(=O)(=O)c2ccc(NS(C)(=O)=O)cc2)cc1	-6	10	-16	6	5	-3	-16	0.7	-4
51	CCOC(=O)c1csc(NC(=O)c2ccccc2)n1	-27	-2	-1[fluorescence artefact?]	-42	6	-4	-4	1.7	-3
52	COCCn1c(=NC(=O)c2ccccc2[N+](=O)[O-])sc2cc(S(C)(=O)=O)ccc21	-6	7	2	3	3	-4	8	2.2	3
53	Cc1nc(NC(=O)C2CCCCC2)sc1C	-4	6	-4[fluorescence artefact?]	23	7	2	11	0.7	3
54	O=C1NCCCC1C(=O)N1CCN(C(c2ccccc2)c2ccccc2)CC1 (configuration not stated)	-14	14	-3	17	7	6	1	-2.2	2
55	OCCC1CN(Cc2cccc(C(F)(F)F)c2)CCN1Cc1ccccc1 (configuration not stated)	5	-10	6	-9	5	9	-11	1.0	0
56	CN1OC(Cn2cc(C#N)c(=O)n(C)c2=O)CC1c1ccccc1 (configuration not stated)	-8	-1	-3	15	4	2	7	2.0	4
57	CCc1ccc(/C=C2\Oc3ccc(C(=O)OC)cc3C2=O)cc1	-19	7	1	22	5	12	9	1.9	5
58	COC(=O)CCC(=O)Nc1cc(Cl)cc(Cl)c1	-26	-1	-3	-22	9	-3	-4	0.8	6
59	Fc1ccc(C2CC(c3cccs3)=NN2c2ccccc2)cc1 (configuration not stated)	7	6	0	32	4	3	-8	4.8	4
60	CC1CCCCN1S(=O)(=O)c1ccc(NC(=O)c2cccs2)cc1 (configuration not stated)	-5	9	0	3	8	0	19	-2.6	-1

(listing goes on)
nr	smiles	S1P4 antag	NPY-Y1 PAM-ag	eIF4E 4G PPI	EP2 mod	PGE2 EP2 inh	NPY Y1 blocker	NPY-Y2 PAM-ag	S1P4 agonist	p97 ATPase inh
61	FC(F)(F)c1cccc(N2CCN(c3ccc4nnc(-c5ccccc5)n4n3)CC2)c1	1	4	2	20	7	0	6	-1.6	1
62	O=C(O)C1Cc2c([nH]c3ccccc23)C(c2ccc3c(c2)OCO3)N1 (configuration not stated)	-11	-5	-3	-17	4	-1	-5	-0.6	4
63	O=C1Nc2ccccc2S/C1=C/NCc1ccccc1Cl	8	4	-5	-65	8	1	-5	0.7	-3
64	CN1C(=O)NC(c2cccc(O)c2)C(C(=O)c2cccs2)C1(O)C(F)(F)F (configuration not stated)	15	-4	-1	18	2	6	-23	0.2	-2
65	CCN1C(=O)c2cccc3c(NC(=O)c4ccc(S(=O)(=O)N(C)C)cc4)ccc1c23	-25	3	0	-16	12	1	2	-1.5	4
66	Cc1[nH]c2ccccc2c1C(=O)/C=C/c1ccccc1Cl	-26	-20	0	-1	10	3	-4	0.1	8
67	Cc1nn(C)cc1C1C(C#N)=C(N)N(c2ccc(F)c([N+](=O)[O-])c2)C2=C1C(=O)CCC2 (configuration not stated)	-9	-25	-2[fluorescence artefact?]	23	10	0	12	-0.9	7
68	O=S(=O)(NCCCN1CCOCC1)c1ccc2ccccc2c1	-1	14	-4	-11	2	4	-3	0.4	0
69	CCOC(=O)N1CCN(C(=O)CN(c2cccc(C)c2)S(=O)(=O)c2ccccc2)CC1	12	-12	-1	30	4	3	0	-0.3	1
70	COCCCNC(=S)N1CCC(NC(=O)c2ccco2)CC1	0	24	-4	-17	6	5	-5	0.2	4
71	O=C(Nc1cccc(-c2cnc3ccccc3n2)c1)c1cccc(NC(=O)c2ccco2)c1	-19	1	-55[fluorescence artefact?]	-40	12	3	0	-0.3	6
72	Cn1c(=O)[nH]c(=O)c2c1nc(Br)n2CCCc1ccccc1	-10	12	5	41	x	5	-1	2.4	1
73	CCOC(=O)c1sc(C)c2c(=O)n(Cc3ccc(Cl)cc3)cnc12	-3	-1	1	27	5	1	7	0.9	0

Some of the compounds tested. The share of hits here may be higher or lower than overall.
